Screens from PubChem BioAssay.
USP1-UAF1 inh = inhibitors of human USP1/UAF1 deubiquitinase | O94782 | AID 743255 | recombinant USP1/UAF1, Ub-Rhodamine cleavage fluorescence | actives 0.23% (n = 390,000) | Potency, µM (doses to about 57.1 µM), for inactives: top-dose activity change, negative = inhibition, actives largely listed as inhibitors; note: potency is the fitted concentration of half-maximal effect; % is set by controls: 0 for no effect and ±100 for the full control effect; nearly all actives have a fitted effect of over 60% in size; inactives centre near -12
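High-throughput fluorogenic screen: 1nM USP1/UAF1 complex, Ub-Rho substrate 150nM final, 50mM HEPES pH 7.8 with 0.5mM EDTA, 0.1 mg/ml BSA, 1mM TCEP and 0.01% Tween-20.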
RGS4 inh = inhibitors of human regulator of G protein signaling 4; P49798; Transcreener GDP fluorescence polarization, RGS4-accelerated GTP hydrolysis; Potency, µM (series often up to 114 µM), without a hit: at the highest dose activity change, negative = inhibition, most hits filed as inhibitors; actives 0.039% (n = 390,000); AID 504845; note: potency is the fitted concentration of half-maximal effect; % is set by controls: 0 for no effect and ±100 for the full control effect; nearly all actives have a fitted effect of over 75% in size; some results filed as inactive show a strong effect at the top dose
Target sequence (P49798 whole entry, looked up): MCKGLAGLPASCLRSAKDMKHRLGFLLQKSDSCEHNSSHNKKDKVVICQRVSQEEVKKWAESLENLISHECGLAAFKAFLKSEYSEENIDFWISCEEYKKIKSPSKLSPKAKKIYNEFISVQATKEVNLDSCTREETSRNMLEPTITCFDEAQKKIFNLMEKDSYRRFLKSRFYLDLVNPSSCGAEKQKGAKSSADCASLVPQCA
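MLSMR compounds (23 nl, pin-transferred) preincubated 10 min at room temperature with a 500nM (2x) first reagent, then RGS4 at 900nM (2x) plus Transcreener GDP mix added; fluorescence polarization (620/688 nm) read before and after 90 min at 30 °C.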
LDHA block = blocks human lactate dehydrogenase A; purified LDHA, NADH/diaphorase-resazurin fluorescence; active compounds read low; activity change, % (values are at about 110 or 230 µM); actives 0.15% (n = 480,000); AID 1347041; in the data active = activity change below about -30%; inconclusive = mostly about -25% to -30%;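 note: plate controls were DMSO wells for no effect and wells without enzyme for full effect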
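LDH5 2 nM; NADH 0.06 mM, pyruvate 0.2 mM; 200 mM Tris pH 7.4, EDTA, Tween-20; 5 min RT. Detection: diaphorase 0.133 mg/mL + resazurin 37 µM, fluorescence ex540/em590 at 0 and 20 min; normalized to enzyme-free and DMSO wells.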
TrxR1 inh = rat TrxR1 inhibition; O89049; recombinant rTrxR1, NADPH fluorescence consumption, selenite substrate; Potency, µM (top dose mostly 114 µM), without a hit: at the top dose activity change, negative = inhibition, hits mostly inhibitors; actives 1% (n = 390,000); note: potency is the fitted concentration of half-maximal effect; % is set by controls: 0 for no effect and ±100 for the full control effect; nearly all actives have a fitted effect of over 65% in size
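Rat TrxR1 (90 nM in the dispensed reagent) was pre-reduced with 400 uM NADPH for 5 min at room temperature, then incubated with compound for 15 min. After 400 uM selenite was added, NADPH fluorescence (Ex 340/Em 450 nm) was followed for 8 min.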
Vif-A3G inh = blocks the Vif interaction with human APOBEC3G; Q9HC16; HeLa A3G-eYFP + Vif (tagged APOBEC3G with the HIV-1 protein that degrades it), YFP fluorescence, overnight; Potency, µM (titrated, usually from 46.1 µM), inactives show at the top dose activity, negative = active, actives largely listed as inhibitors; actives 0.076% (n = 410,000); AID 602310;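 note: potency is the fitted concentration of half-maximal effect; % is set by controls: 0 for no effect and ±100 for the full control effect; nearly all actives have a fitted effect of over 60% in size; hits raise eYFP signal because A3G escapes Vif-driven loss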
Target sequence (Q9HC16 whole entry, looked up): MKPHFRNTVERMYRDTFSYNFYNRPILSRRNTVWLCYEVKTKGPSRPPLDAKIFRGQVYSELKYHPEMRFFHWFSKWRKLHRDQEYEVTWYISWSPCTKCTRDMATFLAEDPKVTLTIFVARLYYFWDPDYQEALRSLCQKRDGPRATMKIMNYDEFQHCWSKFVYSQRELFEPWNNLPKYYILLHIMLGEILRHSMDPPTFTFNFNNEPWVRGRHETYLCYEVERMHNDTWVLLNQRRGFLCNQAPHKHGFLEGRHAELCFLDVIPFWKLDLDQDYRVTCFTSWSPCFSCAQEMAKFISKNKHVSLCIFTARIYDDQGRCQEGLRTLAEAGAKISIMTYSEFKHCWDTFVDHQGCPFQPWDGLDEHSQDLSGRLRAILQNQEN
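Read-out is eYFP fluorescence (Ex 488/Em 500-530) from Vif-expressing HeLa A3G-eYFP cells; more signal means A3G escaped Vif-mediated degradation. Cells plated overnight, compound pinned in, incubated overnight at 37 deg C.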
mIDH1 inhibitor = blocks human mutant IDH1 R132H enzyme | actives 0.093% (n = 390,000) | Potency, µM (highest dose often 76.6 µM), for the others: top-dose activity change, negative = inhibition, actives largely listed as inhibitors | IDH1-R132H enzyme, NADPH consumption, diaphorase/resazurin fluorescence; note: potency is the fitted concentration of half-maximal effect; % is set by controls: 0 for no effect and ±100 for the full control effect; nearly all actives have a fitted effect of over 65% in size
Target sequence (O75874 whole entry R132H, stated change not applied): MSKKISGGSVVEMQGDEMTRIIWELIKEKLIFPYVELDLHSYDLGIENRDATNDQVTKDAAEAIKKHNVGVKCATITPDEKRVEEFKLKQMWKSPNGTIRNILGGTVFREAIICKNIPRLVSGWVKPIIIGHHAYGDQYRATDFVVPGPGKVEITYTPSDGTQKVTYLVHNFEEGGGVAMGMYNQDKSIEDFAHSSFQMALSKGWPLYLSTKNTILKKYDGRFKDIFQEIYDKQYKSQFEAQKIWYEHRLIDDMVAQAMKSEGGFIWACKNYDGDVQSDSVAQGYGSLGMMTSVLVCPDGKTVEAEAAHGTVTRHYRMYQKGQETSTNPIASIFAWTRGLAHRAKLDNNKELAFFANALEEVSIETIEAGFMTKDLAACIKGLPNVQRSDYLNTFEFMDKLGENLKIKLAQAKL
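IDH1-R132H (0.5 ug/mL dispensed) in pH 7.5 Tris buffer was preincubated 30 min with compound, then given a substrate mix of 0.016 mM NADPH and 2 mM alpha-KG for 80 min at room temperature; remaining NADPH was read by diaphorase/resazurin fluorescence.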
Glioma ERSR ind = ER stress response induction in glioma. U87-MG GRP78 promoter luciferase reporter, 16 h. Potency, µM, inactives show top-dose activation, usual class: activators. actives 0.02% (n = 420,000); note: potency is the fitted concentration of half-maximal effect; series mostly up to about 76 µM; % of control where 0% means no effect; nearly all actives have a fitted effect of over 35% in size
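ERSR induction read as luciferase luminescence (Bright-Glo, 10 min at room temperature) in stably transfected human U87-MG glioma cells exposed to compounds for 16 h, using GRP78 as sensor.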
TrxR1 substrate = substrates of rat thioredoxin reductase 1. purified TrxR1 substrate turnover, NADPH consumption readout. Potency, µM (series often up to 114 µM), inactives show at the highest dose activity change, negative = substrate turnover. actives 0.01% (n = 390,000); note: potency is the fitted concentration of half-maximal effect; % is set by controls: 0 for no effect and ±100 for the full control effect; nearly all actives have a fitted effect of over 50% in size
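Rat TrxR1, dispensed at 90 nM, was prereduced with 400 uM NADPH (final) for 5 min at ~22 deg C, then incubated with compound 15 min before 400 uM selenite. A first-read NADPH fluorescence drop versus no-compound background flagged substrates.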
Vif-APOBEC3F blk = Vif-A3F binding inhibition. Potency, µM (doses to about 46.1 µM), inactives show at the top dose activity, negative = active. actives 0.2% (n = 390,000). HeLa A3F-eYFP + Vif (tagged APOBEC3F with the HIV-1 protein that degrades it), YFP fluorescence increase; note: potency is the fitted concentration of half-maximal effect; % of control where 0% means no effect; nearly all actives have a fitted effect of over 65% in size
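HeLa cells stably expressing Vif plus C-terminally eYFP-tagged A3F were seeded, incubated overnight at 37 deg C, dosed with compound, incubated overnight again at 37 deg C. Yellow fluorescence (Ex 488/Em 500-530) reported blocked Vif-mediated A3F-eYFP degradation.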
* marks the source's active call; other numbers are inactive results; ? = inconclusive; . = not tested or not shown; & = joins results of further samples; [ ] = dose if it differs, or a comment. Unless noted, calls come from the whole dose curve; as a rule, active = well fitted curve in the direction sought with a large enough effect; inconclusive = small, poorly fitted or top-dose-only effect, or another doubt; inactive = no such curve, though single readings can be large; an effect the other way counts as inactive or inconclusive. Some of the compounds tested. The share of hits here may be higher or lower than overall.

The line under a structure holds: USP1-UAF1 inh	RGS4 inh	LDHA block	TrxR1 inh	Vif-A3G inh	mIDH1 inhibitor	Glioma ERSR ind	TrxR1 substrate	Vif-APOBEC3F blk
Cc1ccc(Nc2nnc(-c3ccccc3N)o2)cc1C
→ -19%	5%	-3	32%	3%	0%	3%	62%[activator]	4%
N#Cc1nc(-c2ccco2)oc1N1CCN(Cc2ccccc2)CC1
→ -6%	-2%	-3&-6	-12%	-4%	2%	-5%	7%	-6%
COc1ccc(S(=O)(=O)Nc2ccc(F)c(F)c2)cc1C(=O)N1CCOCC1
→ -15%	10%	-7	16%	0%	-11%	-2%	2%	1%
COc1ccc(C(=O)Nc2cccc3cccnc23)cc1OC
→ -12%	16%	16&-9	16%	0%	1%	2%	2%	-2%
O=C(NCCc1ccccc1)c1ccc2nc(N3CCCCC3)sc2c1
→ -14%	-5%	1	-1%	4%	?	3%	4%	0%
COC(=O)Cc1c(O)ccn(Cc2cccc3ccccc23)c1=O
→ -12%	5%	-1	-2%	1%	8%	-3%	-3%	1%
COc1ccc(CC(=O)Nc2ccc(S(=O)(=O)NCC3CCCO3)cc2)cc1 (stereo not drawn)
→ 7%	-28%	-1	31%	-2%	3%	-6%	4%	-1%
CCc1cc(/C=C/c2ccnc3ccccc23)ccc1N(C)C
→ .	.	-4	-1%	?	.	8%	3%[0.0914 µM]	.
CCc1ccc(N2CC(C(=O)NNC(=O)c3ccc(F)cc3)CC2=O)cc1 (stereo not drawn)
→ -19%	-12%	-7	2%[57.1 µM]	-4%	-4%	?	0%[57.1 µM]	1%
CC(=O)c1ccc(NC(=O)CCSc2nc(-c3ccco3)cc(C(F)(F)F)n2)cc1
→ -6%	-27%	-2	-2%	-2%	4%	-2%	-2%	3%
CC(C)CN(Cc1cc(=O)oc2cc(-c3ccccc3)c(O)cc12)CC(C)C
→ -24%	3%[11.4 µM]	-2	23%	-5%	-2%	-8%	-3%	2%
COc1ccccc1NS(=O)(=O)c1cccc(C(=O)N2CC(C)OC(C)C2)c1 (stereo not drawn)
→ -22%	-1%	-3	0%	1%	2%	-4%	3%	-4%
C[C@H]1CN([C@@H](C)CO)C(=O)CCCn2cc(nn2)CO[C@@H]1CN(C)S(C)(=O)=O
→ 10%	.	1	.	-5%	0%	0%	.	-2%
O=C(NCCc1ccccc1)c1ccc([N+](=O)[O-])cc1
→ -14%	-17%[11.4 µM]	-2	18%[57.1 µM]	1%	10%	-12%	-7%[57.1 µM]	4%
c1ccc(CN2CCN(c3nc(-c4ccccn4)nc4ccccc34)CC2)cc1
→ -10%	27%	-8	13%[57.1 µM]	2%	14%	-3%	11%[57.1 µM]	-14%

(further entries)
The line under a structure holds: USP1-UAF1 inh	RGS4 inh	LDHA block	TrxR1 inh	Vif-A3G inh	mIDH1 inhibitor	Glioma ERSR ind	TrxR1 substrate	Vif-APOBEC3F blk
Cn1nnnc1SCC(=O)c1cccs1
→ -1%	?	6	?	-1%	4%	3%	-4%	-12%
COc1cccc(-c2noc(-c3ccc4c(c3)OCO4)n2)c1
→ -11%	-11%	-3	15%[57.1 µM]	-1%	3%	-2%	10%[57.1 µM]	6%
O=C1CCNc2ccc(-c3ccccc3)cc21
→ ?	16%	0	-20%	-17%	3%	5%	-10%	?
CCN(CC(=O)Nc1ccc2c(c1)OCCO2)C(=O)CCc1ccc(OC)cc1
→ -24%	3%	-1	-9%	0%	7%	-1%	-7%	-10%
O=C(Nc1ncc2c(n1)-c1ccccc1OC2)c1ccc(F)cc1
→ -15%	-30%	0	-8%[57.1 µM]	1%	13%	4%	47%[activator][57.1 µM]	3%
CCOC(=O)N1CCC(NC(=O)c2cnn(-c3ccc(F)cc3)c2-n2cccc2)CC1
→ -14%	-11%	-2	0%	0%	-3%	-2%	2%	-3%
Cc1cc2ccccn2c1C(=O)c1ccc(Cl)c([N+](=O)[O-])c1
→ -2%	13%	1	-2%	-9%	-5%	18%	-9%	16%
Cc1cnc(C)c(N2CCC(C(=O)NCc3cccs3)CC2)n1
→ -5%	-34%	1	1%[57.1 µM]	-1%	5%	0%	1%[57.1 µM]	2%
Cc1cccc(N2CCN(S(=O)(=O)c3c(C)[nH]c(C)c3C(=O)N3CCCC3)CC2)c1C
→ -8%	26%	-5	4%	0%	-10%	3%	-3%	3%
COC(=O)c1ccccc1NC(=O)N1CCN(S(C)(=O)=O)CC1
→ -25%	-3%	-3	22%[57.1 µM]	0%	5%	-4%	-5%[57.1 µM]	-7%
CCCCn1c(/C=C/c2ccco2)nc2ccccc21
→ -23%	-36%	3	50µM*	-15%	7%	1%	5%	?
O=C(c1cc2c(s1)CCCC2)N1CCN(C(=O)C2CCCO2)CC1 (stereo not drawn)
→ -7%	28%	7	5%	-3%	1%	-3%	5%	-6%
Cc1noc(C)c1COc1ccccc1C(=O)NNC(=O)c1ccc(F)cc1
→ -18%	-6%	-1	18%	1%	-9%	-2%	5%	-2%
CCc1ccccc1OCC(=O)Nc1ccc(S(N)(=O)=O)cc1
→ 2%	-19%	-2	3%[57.1 µM]	-2%	3%	-1%	2%[57.1 µM]	-8%
Cc1cccc(C)c1NC(=O)CN1C(=O)NC(C)(C2CC2)C1=O (stereo not drawn)
→ -16%	-15%	-1	-7%	0%	7%	-1%	-11%	-15%

Next section
The line under a structure holds: USP1-UAF1 inh	RGS4 inh	LDHA block	TrxR1 inh	Vif-A3G inh	mIDH1 inhibitor	Glioma ERSR ind	TrxR1 substrate	Vif-APOBEC3F blk
CC1CCCC(C)N1C(=O)CN1C(=O)NC2(CCCCCC2)C1=O (stereo not drawn)
→ -27%	.	-1	.	0%	6%	-5%	.	7%
CCOc1ccccc1-c1cc(C(=O)N/N=C/c2ccc(O)c(OC)c2)c2ccccc2n1
→ -14%	5%	-11	-9%	0%	6%	-3%	-10%	-7%
CC(=O)c1csc(Nc2ccccc2Cl)n1
→ -4%	15%	-5	11%[57.1 µM]	-6%	-2%	0%	4%[57.1 µM]	1%
Cc1cccc(NC2=NC(C)(C)N=C(N)N2)c1
→ -10%	17%	-7	3%[57.1 µM]	-1%	-4%	-2%	8%	2%
O=C(Nc1ccc(Br)cc1)c1ccc(N2C(=O)C3CCCCC3C2=O)cc1 (stereo not drawn)
→ -6%	6%	-7	14%	2%	-4%	-2%	-1%	1%
O=C(CNC(=O)c1ccco1)NCc1nc2ccccc2[nH]1
→ -18%	30%	-2	17%	5%	-7%	1%	4%	5%
CCOC(=O)N1CCc2c(sc3c2c(=O)n(-c2ccc(CC)cc2)c(=O)n3Cc2cc(C)ccc2C)C1
→ 3%	-20%	-1	-3%	-3%	-18%	-3%	-2%	-13%
COc1ccc(CC(=O)Nc2ccc(/C(C)=N\NC(=O)c3ccc(Br)o3)cc2)cc1
→ -23%	7%	-8	11%	0%	-5%	-1%	7%	-3%
Cc1cc(C)c(OCC(=O)N/N=C/c2ccco2)c(C)c1
→ 3%	-10%	-3	?	0%	11%	0%	-2%	.
O=C(NNC(=S)NC(=O)c1ccccc1)c1ccc([N+](=O)[O-])cc1
→ -1%	-19%	-14	?	1%	-3%	-2%	-14%	6%
CSc1ccc(CN2CCN(C3CCCC3)C(CCO)C2)cc1 (stereo not drawn)
→ -18%	-10%	-1	25%	0%	1%	6%	13%	10%
O=C(CCCCCn1c(=S)[nH]c2ccc(N3CCOCC3)cc2c1=O)NC1CCN(Cc2ccccc2)CC1
→ -1%	-24%	-4	-2%[57.1 µM]	2%	4%	-7%	1%[57.1 µM]	11%
Cc1ccc(NC(=O)c2cc(=O)c3ccccc3o2)cc1
→ -23%	-12%	-8&-6	-11%	1%	0%	4%	-3%	7%
O=C(Nc1ncn[nH]1)c1cc(S(=O)(=O)Nc2cccc(C(F)(F)F)c2)ccc1Cl
→ -10%	0%	-7	-6%	1%	3%	-3%	-5%	5%
O=[N+]([O-])c1ccccc1/C=C/CN1CCCC(CO)C1 (stereo not drawn)
→ -4%	-1%	-9	6%[57.1 µM]	-1%	-1%	-3%	3%[57.1 µM]	7%

New compounds follow
The line under a structure holds: USP1-UAF1 inh	RGS4 inh	LDHA block	TrxR1 inh	Vif-A3G inh	mIDH1 inhibitor	Glioma ERSR ind	TrxR1 substrate	Vif-APOBEC3F blk
O=C1COc2ccc(S(=O)(=O)CCC(=O)N3CCN(c4ccccc4)CC3)cc2N1
→ -14%	-4%[56.9 µM]	-4	?	-3%	-6%	-1%	1%	-4%
O=S(=O)(c1cccc(C(F)(F)F)c1)N1CCN(S(=O)(=O)c2ccc3c(c2)OCCO3)CC1
→ .	4%	1&-6	2%	3%	.	-3%	0%	0%
Cc1ccc(CN(C)C(=O)c2cc(COc3ccc(F)cc3Cl)on2)o1
→ -13%	?	-4	-64%	0%	4%	?	9%[57.1 µM]	2%
O=c1[nH]c(-c2ccccc2)ncc1Oc1ccccc1
→ -9%	10%	-4	9%	-2%	4%	-1%	3%	2%
